Source: PubChem (several laboratories)
dFosB activator = activators of mouse delta FosB homodimer | P13346 | purified delta FosB, TAMRA-CDK5 oligo fluorescence polarization; percent of positive-control signal above neutral wells | activation, % at 25 µM | actives 0.99% (n = 340,000) | AID 493131;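 active means mean activation above about 17%, with every replicate also reaching it, limit read from the data, passing the limit was not always enough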;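 further: fluorescence polarization rise as delta FosB binds a TAMRA Cdk5 AP-1 oligo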
Target sequence (P13346 whole entry, looked up): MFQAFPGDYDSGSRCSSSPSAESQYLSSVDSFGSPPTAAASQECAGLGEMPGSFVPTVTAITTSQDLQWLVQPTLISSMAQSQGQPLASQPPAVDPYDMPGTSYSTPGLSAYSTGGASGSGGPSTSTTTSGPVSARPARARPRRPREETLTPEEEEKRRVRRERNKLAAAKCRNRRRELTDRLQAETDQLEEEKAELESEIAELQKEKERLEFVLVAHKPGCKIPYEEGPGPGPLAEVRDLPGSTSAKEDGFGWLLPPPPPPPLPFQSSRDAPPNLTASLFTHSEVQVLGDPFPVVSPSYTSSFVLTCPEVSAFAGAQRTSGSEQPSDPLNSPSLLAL
PvdQ acylase = blocks Pseudomonas aeruginosa PvdQ acylase activity | purified PvdQ acylase, fluorescence plate reader | inhibition, % at 10 µM | actives 0.063% (n = 340,000) | AID 488965; in the data active means inhibition above about 30%, passing the limit was not always enough;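 further: 0% = vehicle neutral wells and 100% = reference inhibitor wells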
NSD2 HMT inh = inhibitors of human histone methyltransferase NSD2; O96028; NSD2 peptide methylation, AlphaScreen, 120 min; inhibition, % at 12.5 µM; actives 0.54% (n = 310,000); AID 743445; in the data active means inhibition above about 50%
SR-BI DiI inh = blocks mouse SR-BI lipid uptake from DiI-HDL; ldlA[mSR-BI] CHO cells, DiI-HDL uptake fluorescence, 3 h; inhibition, % at 12.5 µM; actives 0.96% (n = 320,000); AID 488896;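 active means mean replicate inhibition of at least 70% and a set share of replicates each scoring 70 or more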;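 further: 0% = median of neutral control wells and 100% = median of positive control wells; values of inactives mirror those of a sister screen read the other way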
Target sequence (Q61009 whole entry, looked up): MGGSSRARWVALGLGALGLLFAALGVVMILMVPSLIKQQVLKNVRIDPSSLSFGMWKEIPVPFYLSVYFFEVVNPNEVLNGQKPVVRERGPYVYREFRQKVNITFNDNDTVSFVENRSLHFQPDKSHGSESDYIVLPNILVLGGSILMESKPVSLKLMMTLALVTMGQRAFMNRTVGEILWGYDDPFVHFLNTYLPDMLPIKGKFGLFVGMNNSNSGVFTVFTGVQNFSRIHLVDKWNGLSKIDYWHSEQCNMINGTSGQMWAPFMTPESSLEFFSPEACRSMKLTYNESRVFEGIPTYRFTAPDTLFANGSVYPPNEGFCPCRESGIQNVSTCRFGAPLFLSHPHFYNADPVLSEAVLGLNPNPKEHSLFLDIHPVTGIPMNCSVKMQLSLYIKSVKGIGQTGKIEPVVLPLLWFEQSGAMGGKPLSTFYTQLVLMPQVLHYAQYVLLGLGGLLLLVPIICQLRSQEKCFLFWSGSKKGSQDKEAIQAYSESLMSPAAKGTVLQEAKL
V-ATPase pH = yeast V-ATPase proton transport regulation by pHLuorin; S. cerevisiae, pHLuorin cytosolic pH fluorescence; response, % at 10 µM; actives 0.37% (n = 350,000); AID 504577; in the data active means response mostly above about 7.3%, no sharp cut-off; inactive means mostly below about 5.4%; further: actives read high; inactives centre near 0; some compounds called inactive have numbers as strong as hits; reference of the scale not given here
Wnt act = Wnt/beta-catenin pathway activation; Wnt/beta-catenin reporter cell assay, activator, plate reader; activation, % at 9.35 µM; actives 1.2% (n = 300,000); in the data active means activation above about 30%, passing the limit was not always enough;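 further: 0% = neutral control wells and 100% = positive control wells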
CDK5 p35 inh = blocks human CDK5/p35 kinase activity. Q00535+Q15078. Recombinant CDK5/p35, ADP-Glo luminescence, 60 min. inhibition, % at 10 µM. actives 0.01% (n = 330,000);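 active means highest replicate inhibition of at least 50% and at least 75% of replicates reaching 50%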;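 further: plate controls were DMSO neutral control for no effect and GW8510 at 10 µM for full effect; many of its hits are not listed in these tables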
MITF act = activators of MITF-driven TRPM1 promoter activity in SK-MEL-5 cells; SK-MEL-5 TRPM1-promoter luciferase, 24 h; % of positive control, neutral wells = 0; activation, % at 12.5 µM; AID 588334; actives 0.75% (n = 300,000);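 active means mean activation of at least 80% with every replicate also reaching 80%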;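 further: 0% = neutral control wells and 100% = parthenolide positive control wells; values of inactives mirror those of a sister screen read the other way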
HTR5A inv ag = inverse agonist of human HTR5A in OPRM1-OPRD1 counter-screen. P47898. actives 0.083% (n = 340,000). inhibition, % at 9.3 µM. AID 504634. HTR5A cell line, luminescence, inverse agonism; in the data active means inhibition mostly above about 23%, no sharp cut-off; inactive means mostly below about 18%;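 further: 0% = cells with DMSO and 100% = no-cell wells with DMSO; some compounds called inactive have numbers as strong as hits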
HTR5A ag ctr = HTR5A agonism, opioid heterodimer counter-screen. P47898. HTR5A agonist assay, luminescence, cell-based. activation, % at 9.3 µM. actives 0.61% (n = 340,000); in the data active means activation mostly above about 9.5%, no sharp cut-off; inactive means mostly below about 7.6%;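 further: 0% = cells with vehicle only and 100% = reference agonist; strong numbers were not always called active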
Starred values were filed as active, the others as inactive; . = no result given.

SMILES	dFosB activator	PvdQ acylase	NSD2 HMT inh	SR-BI DiI inh	V-ATPase pH	Wnt act	CDK5 p35 inh	MITF act	HTR5A inv ag	HTR5A ag ctr
Cc1ccc(C(=O)O)cc1NC(=O)C1CCN(S(=O)(=O)c2ccc3c(c2)OCCO3)CC1	1.2	-10.2	-0.9	12.1	0.1	-0.3	-1.1	3.9	-6.3	1.5
O=C(CCCOc1ccc(Cl)cc1Cl)NNC(=O)C1CCC1	-6.4	9.2	-3.0	-5.3	-2.8	0.4	-0.3	-2.1	6.3	-2.1
Cc1ccc(S(=O)(=O)N2CCN(C(=O)c3cc(S(=O)(=O)N(C)C)ccc3N3CCCC3)CC2)c(C)c1	-12.5	-10.0	-0.2	61.8	-3.0	-8.9	1.4	-0.4	-11.5	-3.6
COc1ccc(-c2csc(NC(=O)Cc3ccccc3F)n2)c(OC)c1	-7.0	0.5	4.2	50.1	-3.8	6.6	-0.1	11.1	-37.9	14.1
CCS(=O)(=O)N1Cc2ccccc2CC1C(=O)N(C)CC(=O)Nc1cccc(F)c1 (centres undefined)	-8.0	-4.1	-4.8	-11.2	1.7	-0.5	0.5	6.4	12.3	9.9*
CN(Cc1ccccc1)C(=O)c1ccc([N+](=O)[O-])o1	-0.1	7.3	-4.7	-7.7	2.5	-1.3	-0.7	-26.7	-3.8	5.4
O=C(/C=C/c1cccc([N+](=O)[O-])c1)NC(=S)Nc1ccc(CN2CCOCC2)cc1	5.2	-3.5	21.0	33.8	0.9	-6.8	1.3	-4.1	-12.4	-3.4
CCOc1ccccc1NC1=C(Cl)C(=O)N(c2ccccc2)C1=O	1.3	-1.0	-2.0	17.8	-2.7	-3.0	-0.6	-6.2	-3.2	1.2
Cc1nc2ccccc2c(=O)n1NC(=O)c1cccc([N+](=O)[O-])c1	0.8	-3.4	-1.0	-4.5	-0.3	-10.2	4.2	-10.4	1.2	-0.4
CCOC(=O)N1CCN(S(=O)(=O)c2cc(C)c(C)cc2C)CC1	-4.6	-5.2	-5.9	-7.3	-2.0	1.9	0.0	-1.7	13.6	3.4
Cc1ccccc1-n1c(=O)c2c(n3cnnc13)-c1ccccc1CC21CCCCC1	-8.5	-15.6	6.1	1.3	0.5	-0.6	1.1	3.4	6.9	-1.5
O=C(COC(=O)c1ccc([N+](=O)[O-])o1)NCc1ccccc1	-2.4	15.8	6.7	-12.8	-8.0	-5.2	5.1	-7.0	9.2	-2.3
Cc1cc(C)c(C#N)c(SCCS(=O)(=O)c2ccc(Cl)cc2)n1	-4.9	4.6	-2.4	28.9	-1.6	-6.4	0.8	-13.4	-10.8	-4.1
CCCn1c(=S)[nH]c2ccccc2c1=O	-1.4	2.5	-3.5	-2.2	1.6	-0.6	0.1	20.3	-1.0	0.4
CCOC(=O)N1CCC(N(C(=O)Nc2cccc(OC)c2)C(C)CC)CC1 (centres undefined)	-3.3	10.5	-0.4	-7.9	-3.0	.	-1.3	7.3	8.0	-0.5
O=C(O)Cc1ccc(S(=O)(=O)Nc2ccccc2C(=O)O)cc1	-2.0	9.5	10.5	.	0.7	3.5	2.0	5.4	-3.0	0.9
CCN(CC)CCNC(=O)CCN1N=C(c2ccccc2)CCC1=O	-3.7	-7.1	5.2	-17.9	0.5	1.8	0.5	-4.3	-17.1	4.6
CO/N=C/CC(=O)c1cnc(-c2ccc(Cl)cc2)s1	-2.4	4.8	-1.6	31.2	2.0	-1.0	2.0	23.2	-8.1	2.9
Cc1cc(C(=O)OCC(=O)Nc2cccc(S(=O)(=O)N3CCOCC3)c2)c(C)o1	-11.7	-10.4	3.8	2.8	-2.4	.	-2.3	-7.2	-17.1	8.6
S=C(NCc1ccccc1)NCc1ccc(CNC(=S)NCc2ccccc2)cc1	13.2	3.0	-2.4	9.9	6.9	.	-1.2	-16.8	4.8	1.4
COc1cc(NC(=O)C2C3C=CC(C3)C2C(=O)O)c(OC)cc1Cl (centres undefined)	-6.0	-4.5	4.0	-16.0	0.8	1.5	1.6	-10.4	-4.2	5.7
O=C(Cc1csc(Nc2nc(=S)[nH]c3ccccc23)n1)NCCCN1CCN(c2cccc(Cl)c2)CC1	34.1*	-11.5	-3.6	37.8	0.8	-2.7	-1.6	-57.1	7.2	-3.2
COC1OC(COCc2ccccc2)C(N)C(OCc2ccccc2)C1OCc1ccccc1 (centres undefined)	-5.5	-0.7	-9.0	2.1	-2.1	-0.2	-2.8	-1.4	-13.4	3.4
CCCCCNCc1ccc(Br)cc1	-5.9	6.3	4.3	-13.6	-8.0	-1.7	4.7	4.2	-17.5	7.5
O=C(c1ccc(S(=O)(=O)N2CCCCCC2)cc1)N1CCC(CN2C(=O)c3cccc4cccc(c34)C2=O)CC1	-6.4	-10.2	2.3	67.4	.	.	-1.7	-34.2	-19.8	-0.6

A few values from the results shown:
Cc1ccc(S(=O)(=O)N2CCN(C(=O)c3cc(S(=O)(=O)N(C)C)ccc3N3CCCC3)CC2)c(C)c1 – dFosB activator = -12.5
CCN(CC)CCNC(=O)CCN1N=C(c2ccccc2)CCC1=O – MITF act = -4.3
CCOc1ccccc1NC1=C(Cl)C(=O)N(c2ccccc2)C1=O – HTR5A ag ctr = 1.2
O=C(O)Cc1ccc(S(=O)(=O)Nc2ccccc2C(=O)O)cc1 – HTR5A ag ctr = 0.9
COC1OC(COCc2ccccc2)C(N)C(OCc2ccccc2)C1OCc1ccccc1 (centres undefined) – PvdQ acylase = -0.7

Returning to the listing; the 2 compounds before the break are reprinted first.
SMILES	dFosB activator	PvdQ acylase	NSD2 HMT inh	SR-BI DiI inh	V-ATPase pH	Wnt act	CDK5 p35 inh	MITF act	HTR5A inv ag	HTR5A ag ctr
CCCCCNCc1ccc(Br)cc1	-5.9	6.3	4.3	-13.6	-8.0	-1.7	4.7	4.2	-17.5	7.5
O=C(c1ccc(S(=O)(=O)N2CCCCCC2)cc1)N1CCC(CN2C(=O)c3cccc4cccc(c34)C2=O)CC1	-6.4	-10.2	2.3	67.4	.	.	-1.7	-34.2	-19.8	-0.6
Cc1ccc(S(=O)(=O)N2C[C@@H]3CCCC[C@@H]3[C@@H](C)[C@H]2c2cn(Cc3ccccc3)c3ncccc23)cc1	0.1	5.9	.	0.0	-0.3	-2.7	4.8	-45.3	-11.4	3.4
COc1ccc(NC(=O)c2ccccc2F)cc1Cl	4.8	-10.6	1.5	23.7	0.5	.	0.8	50.2	7.6	0.8
C[C@H]1COC(=O)CCCC/C=C\C[C@H](CC(=O)N(CCO)Cc2ccccc2)C(=O)N1	-1.0	-16.2	.	4.0	-3.7	-2.9	1.6	10.5	-13.4	-0.9
Cc1cc(C)n(S(=O)(=O)Cc2ccccc2)n1	-2.8	-6.1	-1.3	-10.8	9.0	-2.2	-9.1	6.1	1.4	-0.4
O=S(=O)(NCC1CCCN(Cc2ccccc2)C1)c1cccc2cccnc12 (centres undefined)	-0.1	-5.2	0.9	-30.3	-0.3	-0.1	2.1	7.6	4.9	3.6
CC(C)(C)n1nc2c(c1NC(=O)Cc1ccc(F)cc1)CS(=O)(=O)C2	-2.0	6.9	2.8	-24.9	-0.5	-0.7	0.7	5.9	23.9	-1.6
Cc1cc(C(=O)Nc2ncc(C)s2)c2ccccc2n1	-7.8	-10.3	.	43.1	-0.7	-0.8	-0.8	-1.6	4.2	-1.5
Cc1ccc(Nc2ncc3c(n2)CC(c2ccco2)CC3=O)c(C)c1 (centres undefined)	-6.7	-9.4	0.8	28.8	-3.0	-5.4	0.9	10.4	-18.1	0.3
Cc1ccc(C(=O)N2CCN(c3ccc([N+](=O)[O-])cc3-n3cccc3)CC2)cc1	-3.4	-6.8	1.6	43.9	-2.4	-2.6	0.8	.	.	.
CN(C[C@H](c1ccccc1)N(C[C@H](Cc1ccccc1)N(CCc1ccccc1)N=O)N=O)N=O	-1.2	-4.3	.	-19.9	10.4	2.9	1.6	11.1	-3.0	1.4
Cc1cc(Cl)c2oc(C(=O)N3CCN(c4cccc(C)n4)CC3)c(C)c2c1	-13.8	-9.7	-1.4	-12.1	-0.6	18.2	-0.3	.	-5.4	1.5
CCOC(=O)c1ccc(NC(=O)CSc2nnc(C)n2-c2ccccc2)cc1	-13.9	-12.1	0.0	11.9	-0.9	.	1.1	-4.2	-29.5	3.5
CC(Sc1cccc[n+]1[O-])C(=O)Nc1cccc([N+](=O)[O-])c1 (centres undefined)	-5.3	7.1	-8.6	-14.2	2.9	0.5	0.5	9.5	15.4	-5.6
CN(NC1OC(=O)c2ccccc21)c1ccc(Cl)cc1[N+](=O)[O-] (centres undefined)	-2.3	-7.2	1.2	-7.8	0.3	0.2	-2.0	-9.7	-9.7	3.7
CS(=O)(=O)N(CC(=O)N/N=C/c1cccc2c1OCCO2)c1ccccc1Br	-14.7	-8.0	-0.9	31.1	0.0	.	-0.5	-1.6	21.4	-8.8
Cc1nn(Cc2ccccc2Cl)c2sc(C(=O)Nc3ccccc3N3CCOCC3)cc12	-4.8	-14.6	-0.6	54.4	4.9	.	-1.3	-3.8	6.4	-2.6
O=[N+]([O-])c1ccc(-n2nncc2-c2ccc(Cl)cc2)cc1	7.3	-2.7	17.4	9.3	-2.0	-1.2	-1.0	-2.2	7.0	0.6
COc1ccc(NC(=O)CSc2[nH]c(=O)cc(C)c2C#N)cc1OC	0.2	-16.5	2.4	-1.4	4.6	0.2	0.5	4.5	-26.1	3.1
CN(CC(=O)NCCc1ccc(F)cc1)Cc1ccccc1	-7.1	-15.2	-0.9	.	-0.5	0.1	1.4	6.7	3.8	-1.3
CC(C)C(=O)Nc1cccc(S(=O)(=O)c2cccc(NC(=O)C(C)C)c2)c1	1.8	9.8	-1.6	-10.4	-5.2	.	0.5	-7.1	7.4	-2.0
OC(CN1CCCCC1)Cn1c2ccc(Cl)cc2c2cc(Cl)ccc21 (centres undefined)	-13.8	-1.8	-1.5	1.3	-0.6	1.3	0.4	11.0	-18.6	5.1
COc1cc(C2c3cc4c(cc3C(O)C3COCC23)OCO4)cc(OC)c1OC (centres undefined)	-4.4	5.7	4.0	1.7	-2.5	-2.2	-0.7	-5.7	-6.5	1.6
COc1ccccc1CNCC(=O)NCc1ccc(C)cc1	1.4	-0.7	3.3	-7.3	-3.4	-1.5	-6.4	.	-0.9	8.4
COCCN(CC(=O)Nc1cccc(C)c1C)C(=O)Cc1sc(C)nc1-c1ccc(F)cc1	-13.0	-2.9	11.6	-15.4	-3.3	-4.6	-0.3	-8.1	21.2	0.3
O=C(NC1CCCCCC1)C1CCN(C(=O)Cc2ccccc2)CC1	2.0	-6.3	-0.6	25.4	3.4	.	1.5	4.4	2.1	-0.6
COCCOC(=O)C1=C(C)NC(=O)NC1c1cn(-c2ccccc2)nc1-c1cccs1 (centres undefined)	-2.9	-3.0	0.8	-8.9	4.2	.	-1.1	14.6	-3.9	0.7
CC(=O)c1nn(-c2ccc(C(F)(F)F)cc2)c(=O)[nH]c1=O	-5.8	-6.8	-2.0	.	-1.8	-0.8	-0.7	-10.1	1.5	-0.4
Cc1ccc(C(NC(=O)NC(C)c2ccccc2)C(Cl)(Cl)Cl)cc1F (centres undefined)	2.1	-2.3	-2.0	-0.8	2.0	.	-0.4	8.6	-41.9	3.6
Cc1cccc(N/N=C/c2ccc(C)s2)c1	3.2	-13.5	-0.4	-15.3	0.7	5.9	0.1	104.3*	-11.5	3.1
